# Source: PubChem BioAssay
# GRP78 ERSR act = induces the endoplasmic reticulum stress response in human glioma cells. U87-MG GRP78 promoter luciferase reporter, 16 h. Potency, µM, for inactives: top-dose activation, usual class: activators. actives 0.02% (n = 420,000); further: potency means the concentration at half of the fitted maximal effect; series mostly up to about 76 µM; % of control where 0% means no effect; nearly all actives have a fitted effect of over 35% in size
#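 ERSR induction read as luciferase luminescence (Bright-Glo, 10 min at room temperature) in stably transfected human U87-MG glioma cells exposed to compounds for 16 h, using GRP78 as sensor.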
# Vif-A3G inh = Vif-A3G binding inhibition; HeLa A3G-eYFP + Vif (tagged APOBEC3G with the HIV-1 protein that degrades it), YFP fluorescence, overnight; Potency, µM (series often up to 46.1 µM), for inactives: top-dose activity, negative = active, actives largely listed as inhibitors; actives 0.076% (n = 410,000); Q9HC16;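 further: potency means the concentration at half of the fitted maximal effect; on the % scale 0 is the no-effect control and ±100 the full control effect; nearly all actives have a fitted effect of over 60% in size; hits raise eYFP signal because A3G escapes Vif-driven loss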
# Target sequence (Q9HC16 whole entry, looked up): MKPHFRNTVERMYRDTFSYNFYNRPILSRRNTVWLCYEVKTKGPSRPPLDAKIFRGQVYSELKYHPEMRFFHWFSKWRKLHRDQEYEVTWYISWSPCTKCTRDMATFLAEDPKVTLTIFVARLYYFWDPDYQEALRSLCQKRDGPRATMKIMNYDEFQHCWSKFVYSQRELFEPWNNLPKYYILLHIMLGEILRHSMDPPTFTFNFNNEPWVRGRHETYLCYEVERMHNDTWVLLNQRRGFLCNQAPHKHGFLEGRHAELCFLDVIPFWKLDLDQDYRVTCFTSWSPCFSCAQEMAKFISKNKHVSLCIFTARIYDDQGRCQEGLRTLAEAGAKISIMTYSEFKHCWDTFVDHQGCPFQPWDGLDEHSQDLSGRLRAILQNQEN
#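 HeLa cells stably expressing Vif and C-terminally eYFP-tagged A3G, seeded overnight at 37 deg C, then exposed to compound by pintool overnight at 37 deg C. Rise in yellow fluorescence (Ex 488/Em 500-530, Acumen) marks blocked Vif-driven A3G degradation.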
# D1 PAM = enhances dopamine response at the human D1 receptor. P21728. HEK293 TREx D1 cells, calcium flux, dopamine EC20 potentiation. potentiation, % at 10 µM. actives 0.036% (n = 360,000). AID 504651; in the data active means potentiation above about 30%; further: 0% is about no effect
# D1 antagonist = human D1 dopamine receptor antagonism; HEK293 TREx D1 cells, calcium flux, dopamine EC80; hits give low values; P21728; AID 504652; actives 3.2% (n = 360,000); activity change, negative = inhibition, % at 10 µM; in the data active means activity change below about -30%; further: on the % scale 0 is the no-effect control and ±100 the full control effect
#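 Using tetracycline-induced force-coupled D1 Hek293 cells and a calcium dye, signals were followed for 180 s after compound, then for 180 s after EC80 dopamine, to detect inhibitors.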
# Vif-A3F inh = inhibitors of Vif-A3F interaction. HeLa A3F-eYFP + Vif (tagged APOBEC3F with the HIV-1 protein that degrades it), YFP fluorescence increase. Potency, µM (top dose mostly 46.1 µM), for inactives: at the top dose activity, negative = active. actives 0.2% (n = 390,000); further: potency means the concentration at half of the fitted maximal effect; % of control where 0% means no effect; nearly all actives have a fitted effect of over 65% in size
#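 HeLa cells stably expressing Vif plus C-terminally eYFP-tagged A3F were seeded, incubated overnight at 37 deg C, dosed with compound, incubated overnight again at 37 deg C. Yellow fluorescence (Ex 488/Em 500-530) reported blocked Vif-mediated A3F-eYFP degradation.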
# RXFP1 agonist = RXFP1 (human) receptor agonism; Q9HBX9; HEK293T-RXFP1 cAMP TR-FRET, 30 min; response scale: percent of porcine relaxin response, buffer zero; Potency, µM (titrated, usually from 57.5 µM), for inactives: at the top dose activation, most hits filed as activators; actives 0.3% (n = 370,000); further: potency means the concentration at half of the fitted maximal effect; on the % scale 0 is the no-effect control and ±100 the full control effect; nearly all actives have a fitted effect of over 60% in size; many of its hits are not listed in these tables
#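 cAMP rise read by TR-FRET after 30 min, 37C compound exposure (up to 58 uM) in RXFP1-transfected HEK293 cells with Ro 20174 present. EC50 from Hill-equation fits, with 29 nM porcine relaxin as 100% and buffer as basal.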
# D2 PAM = D2 dopamine receptor (human) potentiation; HEK293 T-REx D2, calcium flux, EC20 dopamine potentiation; AID 485347; potentiation, % at 10 µM; P14416; actives 0.34% (n = 340,000);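 active means potentiation over 3 SD above the plate norm, cut at about 30% in these data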; further: 0% is about no effect
# Target sequence (P14416 whole entry, looked up): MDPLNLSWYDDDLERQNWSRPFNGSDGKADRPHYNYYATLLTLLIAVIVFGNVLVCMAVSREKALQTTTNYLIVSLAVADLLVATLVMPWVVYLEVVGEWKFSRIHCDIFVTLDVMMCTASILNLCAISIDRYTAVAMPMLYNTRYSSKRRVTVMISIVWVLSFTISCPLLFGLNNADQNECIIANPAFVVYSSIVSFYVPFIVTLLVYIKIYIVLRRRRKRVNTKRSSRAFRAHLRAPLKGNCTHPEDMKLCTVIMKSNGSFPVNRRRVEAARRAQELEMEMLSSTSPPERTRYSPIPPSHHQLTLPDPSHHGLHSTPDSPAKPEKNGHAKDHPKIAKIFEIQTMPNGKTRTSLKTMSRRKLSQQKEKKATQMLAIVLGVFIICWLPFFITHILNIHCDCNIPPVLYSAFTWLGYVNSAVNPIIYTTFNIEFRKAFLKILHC
#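 Using a no-wash calcium dye in inducible, force-coupled HEK293 Trex cells expressing D2, we tracked fluorescence each second for 180 s after compound, then for 180 s after EC20 dopamine to detect augmented signalling.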
# LDHA inh = inhibitors of human lactate dehydrogenase A | P00338 | actives 0.15% (n = 480,000) | purified LDHA, NADH/diaphorase-resazurin fluorescence; hits give low values | activity change, % (values are at about 110 or 230 µM); in the data active means activity change below about -30%; inconclusive means mostly about -25% to -30%;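 further: plate controls were DMSO wells for no effect and wells without enzyme for full effect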
#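 Remaining NADH was detected by diaphorase (0.133 mg/mL) converting 37 µM resazurin to fluorescent resorufin, read at 0 and 20 minutes. The preceding 5-minute room-temperature reaction used 2 nM LDHA, 0.2 mM sodium pyruvate and 0.06 mM NADH at pH 7.4.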
# D1 ag = agonists of human D1 dopamine receptor. P21728. HEK293 T-REx D1 cells, calcium flux, agonist mode. activation, % at 2 µM. actives 1% (n = 360,000); in the data active means activation above about 30%; further: 0% is about no effect
#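 Inducible HEK293 T-REx D1 cells, force-coupled to calcium signalling, were plated at 4000 cells/well with tetracycline and held overnight at 30 C. After no-wash calcium dye loading, compound-evoked calcium rise over 180 s flagged agonists.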
# * = called active by the depositor; ? = inconclusive; . = no result given. Unless noted, the call rests on the fitted dose curve; in most records, active means well fitted curve in the direction sought with a large enough effect; inconclusive means small, poorly fitted or top-dose-only effect, or another doubt; inactive means no such curve, though single readings can be large; an effect the other way counts as inactive or inconclusive. The list is partial, so the mix of outcomes need not match the whole.
SMILES,GRP78 ERSR act,Vif-A3G inh,D1 PAM,D1 antagonist,Vif-A3F inh,RXFP1 agonist,D2 PAM,LDHA inh,D1 ag
CCN(CC)CCN(Cc1cc2cc3c(cc2[nH]c1=O)OCO3)C(=S)NCCCN(C)C,-2.5%,0.7%,-6.0,-10.4,0.8%,1.5%,-0.1,-4.2,-1.9
CCCCN1CC(=O)N2[C@H](c3ccc(OC)cc3)[C@@H]3C(=O)N(CC)C(=O)[C@@H]3[C@]2(C)C1=O,-2.1%,-2.6%,-4.5,-4.9,-1.9%,-1.6%,9.6,-6.3,1.8
CC(C)CN(CC(C)C)CC(O)COc1ccc([N+](=O)[O-])cc1 (configuration not stated),0.3%,0.5%,-0.1,-24.0,-14.4%,-0.7%,-25.2,8.8,1.4
O=C(CSc1nc(-c2ccccc2)ns1)NCC1CCCO1 (configuration not stated),1.4%,1.5%,-4.1,2.7,2.0%,7.6%,-5.1,-4.9,4.7
COc1ccccc1NC(=O)CSC1=Nc2ccccc2C2=NC(CC(=O)NCCc3ccccc3)C(=O)N12 (configuration not stated),-2.5%,-3.7%,-1.8,19.3,-0.1%,-0.8%,-14.0,-8.2,1.6
Cc1ccc(C(CNC(=O)Nc2cccc(C)c2)N2CCN(C)CC2)cc1 (configuration not stated),-1.7%,3.0%,-3.4,9.4,2.7%,0.8%,-11.1,1.0,3.5
Cc1ccc(NC(=O)[C@H](Cc2c[nH]c3ccccc23)NC(=O)[C@@H]2Cc3ccccc3CN2)c(C)c1,-4.0%,-10.1%,-0.9,3.8,-8.0%,1.4%,-8.7,-2.1,26.2
CCC[C@@H](CN1CCC[C@H]1CN1C(N)=NC[C@H]1C(C)C)N1C[C@@H]([C@H](C)CC)N(CCCC2CCCC2)C1=N,-2.5%,0.8%,.,.,-1.1%,.,.,-2.6,.
CC(CN1CCCC1)OC(=O)Cc1ccc(Cl)cc1 (configuration not stated),-7.5%,1.7%,-3.4,9.7,-8.0%,0.2%,-8.0,-3.4,0.9
COc1ccc(-c2c(C#N)c(SCC(N)=O)nc3c2CCCC3)cc1,-6.0%,0.2%,-5.7,-17.9,3.4%,14.4%,-10.8,-1.0,-1.0
Oc1ccc(Cl)cc1C=NCCc1ccccc1,2.2%,-0.4%,4.7,17.8,-3.0%,2.0%,-16.3,1.0,-0.4
CCN(CC)S(=O)(=O)c1ccc(NC(=O)c2cc(C(=O)OC)cc([N+](=O)[O-])c2)cc1,7.7%,0.3%,4.2,-8.4,-5.5%,-1.1%,-19.3,-5.7,2.8
O=C(NC1CCCC1)C(c1ccc(O)cc1)N(CC1CCCO1)C(=O)C1COc2ccccc2O1 (configuration not stated),-1.9%,-2.5%,-2.8,-1.1,-4.0%,1.3%,4.8,-2.0,0.7
COc1ccccc1C(=O)Nc1ccc(C)cc1C(=O)c1ccccc1,-4.5%,-0.7%,12.5,10.6,-1.0%,4.0%,-4.4,1.5,3.6
COc1ccc(CCC(=O)Nc2cc(Cl)ccc2N2CCN(C)CC2)cc1,-6.1%,0.6%,-5.3,-20.0,-7.5%,3.6%,-5.4,-6.0,25.1
COc1ccccc1/C=C/C(=O)NCc1cccnc1,-4.7%,0.8%,-3.9,.,2.0%,-0.3%,0.1,-6.1,-1.4
CCOc1ccccc1N(C(=O)c1ccco1)C(C(=O)NC1CCCC1)c1cccs1 (configuration not stated),-5.9%,0.2%,2.2,13.1,2.1%,0.3%,-5.9,-5.1,2.5
C=CCNC(=O)c1ccc(N(C)S(=O)(=O)c2ccc(OC)cc2)cc1,3.9%,0.6%,-0.7,1.4,-5.1%,0.4%,15.2,-10.6,1.5
Cc1c(NC(=O)C(C)OC(=O)/C=C/c2ccc(OC(F)F)cc2)c(=O)n(-c2ccccc2)n1C (configuration not stated),-3.1%,0.6%,-1.6,2.7,0.9%,-0.8%,9.0,-9.1,2.0
COc1cc(C(=O)NCc2nnc(SCC(=O)NCc3ccccc3)o2)cc(OC)c1OC,-1.0%,-4.5%,2.6,-7.1,-1.2%,1.9%,5.3,-0.4,1.0
O=C(COc1ccc(C(=S)N2CCOCC2)cc1)N1CCOCC1,-5.9%,-0.2%,-4.1,2.8,5.6%,-0.8%,-3.5,-4.4,3.0
CCOC(=O)C1=C(Cn2cnc3ccccc32)NC(=O)NC1c1cc(C)ccc1C (configuration not stated),-3.2%,0.7%,-4.7,43.1,-2.1%,0.2%,9.6,1.6,2.7
Cc1nc2ccccc2c(C)c1CC(=O)N(CC(C)C)c1c(N)n(Cc2ccccc2)c(=O)[nH]c1=O,-7.1%,0.4%,-1.2,-8.3,3.4%,-0.1%,21.2,-0.4,0.6
Cc1c(-c2nsc(NC(=O)c3cccc(Cl)c3)n2)nnn1-c1ccccc1C(F)(F)F,-1.2%,4.6%,0.3,1.3,-5.7%,-0.9%,-0.8,-1.3,6.5
CCC(CC)C(=O)N1CCN(c2cccc(C)c2C)CC1,-3.7%,-1.1%,-7.0,-8.7,6.7%,1.2%,7.0,-4.3,8.2
# Next records
SMILES,GRP78 ERSR act,Vif-A3G inh,D1 PAM,D1 antagonist,Vif-A3F inh,RXFP1 agonist,D2 PAM,LDHA inh,D1 ag
CCCOc1ccc(C2CC(=O)Nc3cc(OC)c(OC)cc32)cc1 (configuration not stated),-3.8%,0.4%,1.3,-14.3,5.0%,-1.1%,6.4,-4.1,3.6
O=C(O)CCCN=C1CCCc2ccccc2N1,-5.5%,7.7%,-2.0,1.0,-3.9%,-1.3%,8.4,-8.2,0.3
CCOC(=O)NCc1ccccc1,2.5%,3.1%,-4.9,-17.8,4.9%,-2.0%,-1.5,-3.4,-0.5
CCOc1ccc(C(=O)OC2CCN(C)CC2)cc1,-0.9%,3.1%,-2.2,17.3,1.4%,0.1%,-4.4,-6.3,2.4
CCc1cc2c(cc(C(=O)OC)n2Cc2nc(-c3ccc(C)cc3)oc2C)s1,-1.1%,3.6%,0.0,10.2,1.7%,1.0%,12.4,1.2,1.9
Cc1ccsc1C(=O)NNC(=O)c1csc(N2CCOCC2)n1,-2.4%,-3.1%,-2.3,3.3,3.3%,0.8%,-7.6,-3.7,1.7
Cc1ccc(S(=O)(=O)n2ccnc2)cc1C,-3.6%,4.7%,-5.0,15.0,1.2%,3.5%,-5.4,-13.7,-0.5
Cc1cccn2c(=O)nc(SCC(=O)N3CCCCCC3)nc12,-1.7%,-0.5%,-0.6,-5.3,-18.1%,6.1%,-8.6,-1.4,0.5
Cc1c(CCC(=O)NCCCn2ccnc2)c(=O)oc2cc3oc4c(c3cc12)CCCC4,-4.4%,-0.8%,1.6,-12.1,2.6%,3.3%,3.5,-1.3,2.1
CC(CCc1ccccc1)NC(=S)NC(=O)c1ccco1 (configuration not stated),2.4%,0.6%,-7.4,.,?,-0.5%,7.3,-8.5,1.2
Cc1cc(S(=O)(=O)N2CCOCC2)ccc1OCC(=O)Nc1ccc(F)cc1,2.2%,-9.7%,-5.5,-11.4,-1.2%,-3.0%,-5.6,-7.7,6.6
Cc1ccc(S(=O)(=O)NCC(=O)OCC(=O)c2ccc(Br)s2)cc1,3.2%,-7.3%,-4.6,-18.8,-1.1%,?,-3.7,0.3,3.0
COc1ccc(-c2nnc3sc(COc4ccccc4)nn23)cc1,-2.6%,-3.1%,-4.6,-2.5,-1.5%,-0.2%,4.7,-0.1,2.3
Cc1ccc(/C=N/NC(=O)CSc2nc3ccccc3s2)o1,-3.1%,0.4%,0.9,7.6,2.4%,0.9%,-5.0,-6.2,2.7
COc1ccc(/C=C2\SC(=O)N(CCCC(=O)Nc3ccc(C(=O)O)cc3)C2=O)cc1,-12.5%,-4.7%,.,.,-4.8%,.,.,2.7,.
O=C1C=C(c2cccc(O)c2)CCC1,-2.7%,-4.0%,.,.,2.5%,.,.,-1.6,.
CC(C)C(O)(C(=O)NNc1ccccc1)C(C)C,-2.5%,0.7%,7.5,-1.9,-0.1%,6.3%,0.2,-1.4,2.3
O=C(O)c1cc(S(=O)(=O)NCCCN2CCCC2=O)ccc1Cl,-4.2%,2.3%,.,.,-2.2%,.,.,-2.7,.
O=C(Cn1c(=O)nc(-c2ccccc2)c2ccccc21)NCc1ccc(Cl)cc1,-1.5%,2.0%,3.0,2.1,2.2%,21.8%,7.2,-4.5,1.9
CCOc1ccc(S(=O)(=O)Nc2ccccc2C(=O)N2CCOCC2)cc1,-2.7%,6.9%,-4.5,4.8,12.7%,2.1%,-3.4,-1.6,0.9
O=C(c1ccc2c(c1)OCO2)N1CCCC1,-5.2%,0.8%,-8.2,-1.3,-10.7%,0.1%,-14.6,0.9,6.1
CC1=CC(C)C(=O)N(C)C(C)=C1 (configuration not stated),-3.9%,1.9%,.,.,1.6%,.,.,-1.4,.
COC(=O)c1cc(-c2ccc(NC(C)=O)cc2)nc2ccccc12,-1.4%,-17.5%,2.0,-18.8,?,8.5%,3.9,-8.6,-0.5
COc1ccc(-c2csc3nc(-c4ccccc4F)oc(=O)c23)cc1OC,10.1%,?,-7.3,-17.9,-5.2%,0.2%,-0.9,2.8,3.2
Cn1c(=O)c2cc(S(=O)(=O)NC(Cc3ccccc3)C(=O)NCc3ccco3)ccc2n(C)c1=O (configuration not stated),-5.1%,-7.7%,-4.3,-6.2,0.3%,-4.0%,3.3,-4.2,1.6
O=C(CCc1nc2cccnc2n1Cc1ccccc1)NCCc1ccc(Cl)cc1,-7.2%,2.1%,2.5,-4.5,1.7%,0.8%,9.1,-1.2,0.2
COC(=O)c1ccc(C2/C(=C(\O)c3ccc4c(c3)OCCO4)C(=O)C(=O)N2CCCN(C)C)cc1 (configuration not stated),-4.4%,4.0%,-3.6,5.2,-4.4%,5.1%,-5.5,1.7,2.1
CCCNC(=O)C(Cc1ccc(I)cc1)NC(=O)c1ccc2ccccc2n1 (configuration not stated),0.0%,0.9%,-0.4,13.6,-5.2%,-0.1%,3.6,-0.3,1.5
O=C(O)CN(c1ccccc1F)S(=O)(=O)c1ccccc1,-2.4%,-0.6%,1.4,-3.7,-10.0%,-0.1%,4.0,-4.1,2.1
COc1ccccc1CNC(=O)CSCc1cnn(-c2ccccc2)c1-n1cccc1,-4.4%,2.1%,7.7,3.1,-2.4%,1.2%,1.3,-3.1,9.7
